Source: PubChem (National Center for Advancing Translational Sciences (NCATS))
APEX1 inh: qHTS Assay for Inhibitors of the Human Apurinic/apyrimidinic Endonuclease 1 (APE1) | DNA repair nuclease/redox regulator APEX1 (Homo sapiens), P27695 | Potency, µM (series often up to 65.8 µM), for the others: at the highest dose activity change, negative = inhibition, most hits filed as inhibitors | actives 0.35% (n = 350,000) | recombinant APE1, TAMRA/BHQ-2 abasic DNA cleavage fluorescence | AID 2517, 2012;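 also: plate controls were vehicle for no effect and reference inhibitor for full effect; nearly all actives have a fitted effect of over 55% in size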
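Enzyme (0.75 nM final) and test compound are incubated 15 min at room temperature before adding 50 nM quenched THF abasic-site duplex. Cleavage dequenches TAMRA, followed at 525/598 nm over three reads one minute apart.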
POLH inh: qHTS for Inhibitors of Polymerase Eta | DNA polymerase eta (Homo sapiens), Q9Y253 | recombinant Pol eta, fluorescent DNA replication assay | Potency, µM (series often up to 114 µM), inactives show at the top dose activity change, negative = inhibition, usual class: inhibitors | actives 1.2% (n = 390,000) | AID 588591, 2011; also: % is scaled to controls: 0 for no effect and ±100 for the full control effect
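Pol eta at 10 nM preincubated with compounds 15 min at room temperature; reaction started with fluorescent substrate (50 nM final) and read kinetically at 0 and 10 min.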
Pol beta inh: qHTS Assay for Inhibitors of DNA Polymerase Beta; P06746; Potency, µM (doses to about 114 µM), inactives show at the highest dose activity change, negative = inhibition, usual class: inhibitors; Pol beta primer extension/strand displacement, fluorescence kinetic; actives 1.3% (n = 340,000); AID 485314, 2010; also: % is scaled to controls: 0 for no effect and ±100 for the full control effect
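Enzyme-only controls used 10 nM Pol beta; buffer lacking enzyme served as negative control. Compound preincubated 15 min, then 50 nM substrate added; 0 and 10 min reads at room temperature.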
JMJD2A Tudor: qHTS Assay for Inhibitors of JMJD2A-Tudor Domain | Lysine-specific demethylase 4A (Homo sapiens), O75164 | AlphaScreen JMJD2A-Tudor / H3K4me3 peptide binding | Potency, µM (highest dose often 114 µM), for the others: top-dose activity change, negative = inhibition, usual class: inhibitors | actives 4.4% (n = 390,000) | AID 504339, 2011; also: % is scaled to controls: 0 for no effect and ±100 for the full control effect; nearly all actives have a fitted effect of over 50% in size
POLK inh: qHTS for Inhibitors of Polymerase Kappa. Potency, µM (highest dose often 107 µM), inactives show at the top dose activity, negative = inhibition, actives largely listed as inhibitors. AID 588579, 2011. actives 0.53% (n = 400,000). purified Pol kappa, fluorescent DNA synthesis assay, 10 min; also: % is scaled to controls: 0 for no effect and ±100 for the full control effect
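50 nM final substrate added after 15 min RT preincubation of 10 nM Pol kappa with compound; fluorescence read at 0 and 10 min.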
BAZ2B inh: qHTS Assay for Inhibitors of BAZ2B. Bromodomain adjacent to zinc finger domain protein 2B (Homo sapiens), Q9UIF8. AlphaScreen BAZ2B-H3K14Ac peptide displacement. Potency, µM (highest dose often 114 µM), inactives show top-dose activity change, negative = inhibition, actives largely listed as inhibitors. actives 4.4% (n = 360,000); also: % is scaled to controls: 0 for no effect and ±100 for the full control effect; nearly all actives have a fitted effect of over 60% in size
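In this displacement format the biotinylated H3(5-23) peptide acetylated at Lys14 serves as ligand at 50 nM, with BAZ2B at 50 nM in PBS pH 7.4 containing 0.01% Tween-20. Donor and acceptor beads are 10 ug/mL final.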
BLM inh: qHTS Assay for Inhibitors of Bloom's syndrome helicase (BLM). recombinant BLM DNA unwinding, fluorescence dequenching. Potency, µM (doses to about 56.1 µM), without a hit: at the top dose activity change, negative = inhibition, hits mostly inhibitors. actives 0.2% (n = 350,000). AID 2528, 2010;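 also: plate controls were vehicle for no effect and no enzyme for full effect; nearly all actives have a fitted effect of over 35% in size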
Target sequence (P54132 whole entry, looked up): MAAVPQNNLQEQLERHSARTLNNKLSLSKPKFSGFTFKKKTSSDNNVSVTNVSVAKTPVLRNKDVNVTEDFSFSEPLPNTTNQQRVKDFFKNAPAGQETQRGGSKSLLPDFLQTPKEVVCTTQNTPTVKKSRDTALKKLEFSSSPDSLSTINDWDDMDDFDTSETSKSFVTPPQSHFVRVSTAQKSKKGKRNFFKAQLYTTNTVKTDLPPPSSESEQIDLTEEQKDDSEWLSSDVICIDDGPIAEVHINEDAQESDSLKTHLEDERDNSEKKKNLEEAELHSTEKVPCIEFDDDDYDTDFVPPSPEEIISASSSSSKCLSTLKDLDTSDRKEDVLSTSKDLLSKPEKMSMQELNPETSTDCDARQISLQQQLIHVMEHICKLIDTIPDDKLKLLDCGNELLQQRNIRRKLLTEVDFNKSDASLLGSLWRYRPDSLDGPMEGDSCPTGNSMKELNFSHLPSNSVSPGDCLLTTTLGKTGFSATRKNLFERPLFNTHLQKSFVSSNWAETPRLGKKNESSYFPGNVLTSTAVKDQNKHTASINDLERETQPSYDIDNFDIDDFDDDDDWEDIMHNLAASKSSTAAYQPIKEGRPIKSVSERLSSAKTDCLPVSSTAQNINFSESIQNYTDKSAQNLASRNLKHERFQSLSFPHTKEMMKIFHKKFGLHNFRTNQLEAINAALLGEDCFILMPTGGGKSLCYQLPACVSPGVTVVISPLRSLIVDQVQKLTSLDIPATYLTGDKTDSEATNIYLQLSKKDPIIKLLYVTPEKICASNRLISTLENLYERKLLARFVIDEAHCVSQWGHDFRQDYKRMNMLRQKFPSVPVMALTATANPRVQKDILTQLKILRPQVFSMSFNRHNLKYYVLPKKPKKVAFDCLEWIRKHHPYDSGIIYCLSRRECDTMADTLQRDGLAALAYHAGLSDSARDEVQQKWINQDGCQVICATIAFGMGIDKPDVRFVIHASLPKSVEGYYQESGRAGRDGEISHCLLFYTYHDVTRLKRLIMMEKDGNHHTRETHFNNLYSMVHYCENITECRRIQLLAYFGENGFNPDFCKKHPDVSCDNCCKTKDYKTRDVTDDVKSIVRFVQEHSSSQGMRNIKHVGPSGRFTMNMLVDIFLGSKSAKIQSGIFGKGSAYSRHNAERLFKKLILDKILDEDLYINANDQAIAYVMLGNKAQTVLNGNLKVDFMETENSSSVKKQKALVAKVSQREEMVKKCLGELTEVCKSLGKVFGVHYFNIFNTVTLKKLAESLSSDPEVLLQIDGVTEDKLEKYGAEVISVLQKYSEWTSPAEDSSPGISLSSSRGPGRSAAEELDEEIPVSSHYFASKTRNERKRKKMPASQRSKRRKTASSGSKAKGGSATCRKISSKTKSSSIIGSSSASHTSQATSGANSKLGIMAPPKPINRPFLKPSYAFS
G9a inh: qHTS Assay for Inhibitors of Histone Lysine Methyltransferase G9a. Histone-lysine N-methyltransferase EHMT2 (Homo sapiens), Q96KQ7. G9a H3K9 monomethylation, AlphaScreen, 2 h. actives 8.8% (n = 350,000). Potency, µM (series often up to 102 µM), for inactives: top-dose activity, negative = inhibition, most hits filed as inhibitors; also: % is scaled to controls: 0 for no effect and ±100 for the full control effect; nearly all actives have a fitted effect of over 75% in size
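Chemiluminescent proximity detection of H3K9 monomethylation, read after 10 min bead incubation in the dark. Reaction: 20 nM G9a, 500 nM biotin-H3K9 peptide, 20 uM SAM cofactor, 2 h, room temperature, following 15 min enzyme-compound preincubation.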
POLI inh: qHTS for Inhibitors of Polymerase Iota; DNA polymerase iota (Homo sapiens), Q9UNA4; Pol iota fluorescent replication assay, 10 min; Potency, µM (doses to about 115 µM), without a hit: at the top dose activity, negative = inhibition, actives largely listed as inhibitors; actives 1% (n = 390,000)
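Fluorescent replication assay read twice, at 0 min and 10 min after adding 50 nM (final) substrate. Enzyme (10 nM) and compounds were first incubated 15 min at room temperature; enzyme-free buffer wells were negative controls.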
The depositor's hits bear a star; ? = inconclusive; nt = no result given; [ ] = remark or other dose. Calls follow the shape of the dose curve; as a rule, active = well fitted curve in the direction sought with a large enough effect; inconclusive = small, poorly fitted or top-dose-only effect, or another doubt; inactive = no such curve, though single readings can be large; an effect the other way counts as inactive or inconclusive. Potency is read from the fitted curve at half-maximal effect. These rows are one share of the data, so the mix of outcomes need not match the whole.

compound,Pol beta inh,JMJD2A Tudor,BAZ2B inh,POLH inh,G9a inh,BLM inh,APEX1 inh,POLK inh,POLI inh
O=C(c1scc2c1CCCC2)N1CCCCC1,3%,-6%,10%,-12%,4%[59 µM],-9%,3%,-5%,2%
CCS(=O)(=O)c1nc(S(=O)(=O)c2ccc(C)cc2)c(N2CCCC2)s1,3%,-6%,-7%,3%,nt,1%,-5%,0%,7%
O=C(/C=C/c1ccc2c(c1)OCO2)c1ccc[nH]1,1%,-35%,-5%,-6%,-2%[59 µM],0%,0%,-12%,127%[activator]
COc1ccc(NS(=O)(=O)c2cc(NC(=O)c3sccc3C)ccc2N2CCOCC2)cc1,2%,-19%,-35%,?,6%,-12%,-1%,-2%,-3%
CC(C)(C)c1cc(C(=O)NNC(=O)Nc2ccccc2)n(Cc2ccccc2)n1,2%,-17%,-2%,-19%,9%,-1%,0%,5%,37%[activator]
CC(=O)c1ccc(NCC(=O)N2CCN(S(=O)(=O)c3ccccc3)CC2)cc1,nt,1%,1%,-10%,22%[12.7 µM],nt,-6%,6%,-6%
CC(C)N(C(=O)[C@H]1C[C@H](CC(=O)NCCc2ccccn2)C(=O)N2CCc3c([nH]c4cc(CCC(=O)N(C)C)ccc34)[C@]12C)C(C)C,nt,-8%,nt,-18%,nt,nt,15%,3%,26%
Cc1cc(/C=C2\C(=N)N3N=CSC3=NC2=O)c(C)n1Cc1ccccc1,3%,-28%,-30%,-19%,?,-12%,-1%,-5%,19%
COCCNC(=O)C(C#N)c1nc2ccccc2nc1N1CCCCCC1 (stereo not given),9%,?,-11%,-12%,?,-1%,7%,-5%,11%
CCN1CCN(C(=O)Nc2ccc(OC)cc2OC)CC1,-1%,-4%,-38%,-22%,-40%,2%,3%,2%,19%

Carrying on.
compound,Pol beta inh,JMJD2A Tudor,BAZ2B inh,POLH inh,G9a inh,BLM inh,APEX1 inh,POLK inh,POLI inh
COc1ccc(CCn2c(=N)c(C(=O)NCC3CCCO3)cc3c(=O)n4cccc(C)c4nc32)cc1 (stereo not given),10%,-23%,-21%[57.1 µM],-10%,-7%,82%[activator],4%,13%,16%
O=C(NNc1nc2c(F)cc(F)cc2s1)C1COc2ccccc2O1 (stereo not given),34%[activator],-10%,0%,-1%,40%,-1%,14%,11%,8%
CSc1ccccc1NC(=O)c1ccncc1,18%,-4%,4%,-13%,?,2%,19%,-12%,1%[58.9 µM]
Cc1cc(C)c(C)c(OCC(=O)O/N=C(\N)c2cccnc2)c1,-1%,0%,9%,-6%,8%,-4%,15%,-14%,-10%
c1cn(CCCNc2ncnc3nc[nH]c23)cn1,8%,-12%,-27%,-2%,-32%,-1%,-4%,12%,32%[activator]
COC(=O)CC1=C(C(=O)OC)C(c2ccc3c(c2Cl)OCO3)C(C#N)=C(N)O1 (stereo not given),7%,-34%,-3%,-21%,-25%[12.7 µM],-2%,13%,-9%,-7%
CCN1CCCC(OC(=O)c2cc(-c3ccc(C)cc3)nc3ccccc23)C1 (stereo not given),-20%,18µM*,nt,-19%,?,73%[activator],-5%,-7%,?
CCCCn1c(=N)n(CC(=O)c2ccc(OC)cc2)c2ccccc21,-13%,nt,-22%,nt,?,17%,3%,nt,nt
O=C(Cn1c(NCCO)nc2ccccc21)c1ccccc1,-11%,-12%,-8%,-13%,?,4%,7%,5%,9%
O=c1c(Cc2ccccc2)c(O)ccn1CCc1cnc[nH]1,27%,-14%,-16%,-10%,3%,-1%,-1%,6%,6%

The listing continues.
compound,Pol beta inh,JMJD2A Tudor,BAZ2B inh,POLH inh,G9a inh,BLM inh,APEX1 inh,POLK inh,POLI inh
CN(C)C(CNC(=O)c1ccc2nccnc2c1)c1ccco1 (stereo not given),nt,-27%,nt,?,nt,nt,11%,?,?
O=C(O)COc1c(-c2ccccc2)oc2ccccc2c1=O,8%,-11%,1%,-11%,47%[12.7 µM],5%,2%,1%,-4%[58.9 µM]
COc1cccc([C@@H]2Oc3ccc(OC)cc3C(=O)[C@H]2O)c1,?,-9%,10%,-8%,79µM*,4%,4%,-9%,4%
CCc1ccc(C=NC23CN4CN(CN(C4)C2)C3)s1,-22%,4%,-17%,-13%,-1%[59 µM],0%,-6%,-9%,32%[activator]
Nn1c(SCC(=O)N2CCCCC2)nnc1-c1ccncc1,7%,-9%,7%,1%,23%[59 µM],-2%,4%,-19%,12%
CC(C)S(=O)(=O)N1CCN(c2ccnc3cc(Cl)ccc23)CC1,12%,4%,-9%,-9%,nt,1%,10%,2%,4%
COc1ccc(/C=C/C(=O)OCC(=O)c2c(N)n(C)c(=O)n(C)c2=O)c(OC)c1,-7%,-12%,2%,-4%,-36%,1%,4%,-21%,142%[activator]
Cc1ccc(S(=O)(=O)N(C)c2ccc(OC(C)C(=O)N3CCCC3)cc2)cc1C (stereo not given),nt,-13%,15%,-9%,6%[59 µM],nt,-4%,-5%,21%
Cc1ccc(NC(=O)c2cnc(SCC(=O)Nc3cc(C)on3)n(C)c2=O)cc1,5%,10%,2%,-8%,9%[59 µM],1%,nt,-6%[60.1 µM],20%
O=C(Cc1ccccc1)NCC1CCCO1 (stereo not given),-15%,-20%,-2%,-5%,-2%,-3%,-5%,-21%,20%

Carrying on.
compound,Pol beta inh,JMJD2A Tudor,BAZ2B inh,POLH inh,G9a inh,BLM inh,APEX1 inh,POLK inh,POLI inh
COC(=O)C(=NNc1c(C)n(C)n(-c2ccccc2)c1=O)C(=O)OC,2%,-2%,1%,-17%,?,3%,-1%,1%,-6%
O=C(NCC1CCCO1)c1cccc(Br)c1 (stereo not given),41%,3%,11%,-18%,-3%[12.7 µM],0%,-3%,5%,?
Cc1cc(NC(=O)Cn2cnc3c(nnn3-c3ccc(C)c(Cl)c3)c2=O)no1,-2%,-7%,-19%,-2%,1%,-3%,-2%,-3%,-3%
COC(=O)c1ccc(S(=O)(=O)N2CCN(CCO)CC2)n1C,0%,-14%,5%,-18%,nt,-1%,2%,6%,2%
CC(C)(C)C(=O)OC/C(N)=N/OC(=O)c1ccc(Cl)cc1,-6%,18%,8%,-17%,nt,-2%,-2%,8%,80%[activator]
Cc1ccc(-c2cnc(-c3ccncc3)o2)cc1,28%,-9%[57.1 µM],1%,10%,?,-1%,11%,-21%,16%
O=S(=O)(CCNCc1cccs1)c1ccc(Cl)cc1,-24%,8%,2%,-12%,2%,-5%,6%,-7%,-10%
Cc1ccc2c(c1)N(C(=O)CCC(=O)N1CCC(C(N)=O)CC1)CC(C)O2 (stereo not given),-1%,-16%,-2%,-10%,?,1%,32%,?,12%
Cc1cc2nnc(SCC(=O)N3CCCCC3)n2c(N)n1,25%,-12%,-11%,-15%,7%[12.7 µM],-1%,1%,-3%,32%
O=C(CNC(=S)N(CCCN1CCOCC1)Cc1cccs1)NC1CC1,-4%,-1%,13%,-1%,26%[59 µM],1%,0%,-7%,91%[activator]

(list continues)
compound,Pol beta inh,JMJD2A Tudor,BAZ2B inh,POLH inh,G9a inh,BLM inh,APEX1 inh,POLK inh,POLI inh
COc1cc2cc(C(=O)N[C@@H](Cc3ccccc3)C(=O)O)n(C)c2c(OC)c1OC,2%,-21%,?,-5%,5%,-4%,-10%,11%,-16%
c1ccc(-n2nnnc2-c2cnc(-c3ccncc3)nc2-c2cccs2)cc1,7%,?,-2%,0%,11%[59 µM],-2%,-2%,-6%,5%
COc1ccc(/C=C(/NC(=O)c2ccccc2)C(=O)NC(Cc2c[nH]c3ccccc23)C(=O)O)cc1 (stereo not given),3%,-17%,-25%,-8%,7%[0.501 µM],-2%,-9%,1%,23%
CC(=O)NC1C(Oc2ccc3c(C)cc(=O)oc3c2)OC(COC(C)=O)C(OC(C)=O)C1OC(C)=O (stereo not given),41%,-12%,0%,-14%,24%,-7%,11%,-8%,-12%
Nc1nc(SCC(=O)Nc2ccc(Cl)c([N+](=O)[O-])c2)n[nH]1,nt,-19%,-9%,-1%,-3%[12.7 µM],nt,7%,6%,0%
Cc1cccc(NC(=O)Cn2c(=O)oc3cc(S(=O)(=O)NC4CCCC4)ccc32)c1,0%,-11%,0%,-15%,10%[59 µM],-3%,nt,7%,10%
COc1ccc(N2CCN(C(CNC(=O)C(C)C)c3ccc4c(c3)OCO4)CC2)cc1 (stereo not given),2%,-20%,-29%,-8%,-18%,-2%,32%,5%,-2%
COc1ccc(Nc2nc(NCc3ccco3)nc(N/N=C/c3ccccc3F)n2)cc1,16%,50µM*,?,-4%,10%[59 µM],-4%,-1%,-9%,-8%
CCCC(CCC)C(=O)Nc1cc(-c2cn3cccnc3n2)ccc1OC,32%[activator],0%,6%,-4%,5%[59 µM],-9%,nt,-9%[60.1 µM],-4%
CCOC(=O)C1CCN(C(=O)COc2ccc3c(C)cc(=O)oc3c2)CC1,nt,-12%,-2%,3%,-6%,nt,0%,9%,26%
CC(=O)c1ccc(S(=O)(=O)N(C)CC(=O)NCc2ccco2)cc1,nt,-17%,1%,-18%,18%[2.33 µM],nt,-18%,-1%,-2%
COC(=O)CN1CCN(C(=O)c2ccco2)CC1,3%,16%,-12%,-10%,nt,-3%,-15%,2%,-12%

Rewritten field by field: entries from further up
COC(=O)c1ccc(S(=O)(=O)N2CCN(CCO)CC2)n1C
  Pol beta inh = 0%
  JMJD2A Tudor = -14%
  BAZ2B inh = 5%
  POLH inh = -18%
  G9a inh = nt
  BLM inh = -1%
  APEX1 inh = 2%
  POLK inh = 6%
  POLI inh = 2%

Cc1cc2nnc(SCC(=O)N3CCCCC3)n2c(N)n1
  Pol beta inh = 25%
  JMJD2A Tudor = -12%
  BAZ2B inh = -11%
  POLH inh = -15%
  G9a inh = 7%[12.7 µM]
  BLM inh = -1%
  APEX1 inh = 1%
  POLK inh = -3%
  POLI inh = 32%

COC(=O)C(=NNc1c(C)n(C)n(-c2ccccc2)c1=O)C(=O)OC
  Pol beta inh = 2%
  JMJD2A Tudor = -2%
  BAZ2B inh = 1%
  POLH inh = -17%
  G9a inh = ?
  BLM inh = 3%
  APEX1 inh = -1%
  POLK inh = 1%
  POLI inh = -6%
